Screens as filed in PubChem.
COUP-TFII inh: NR2F2 (human) inhibition, primary screen | P24468 | HEK293T NGFI-A luciferase reporter, luminescence | inhibition, % at 8.6 µM | 0.7% of 370,000 active;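 active = inhibition above a per-plate cutoff, mean inhibition of test wells between control levels plus 3 SD, cut at about 38% in these data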;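 note: cells cotransfected with COUP-TFII expression vector driving the NGFI-A reporter; 0% = median of COUP-TF2 test wells and 100% = reporter-only cells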
NCOA3 inh: inhibitors of human steroid receptor coactivator 3 (SRC3); HEK293 GAL4-SRC3 luciferase reporter, luminescence; inhibition, % at 3.6 µM; 0.17% of 360,000 active; AID 588352;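 active = inhibition above a per-campaign cutoff, the mean of all compounds plus 3 SD, cut at about 60% in these data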;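 note: 0% = DMSO-treated cells and 100% = gossypol-treated cells at 36 µM; higher means less SRC3-driven luciferase light from the GAL4 reporter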
TLR9-MyD88 inh: TLR9-MyD88 interaction inhibition. inhibition, % at 4.98 µM. CHO BLA complementation TLR9-MyD88, CCF4 FRET ratio. 0.21% of 340,000 active. Q9NR96+Q99836;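 active = inhibition above the mean over all tested compounds plus 3 SD, cut at about 21% in these data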;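 note: 0% = DMSO only wells and 100% = clavulanate BLA inhibitor control wells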
LMP1 NFkB inh: reduces LMP1-driven NF-kappaB luciferase signal. LMP1-induced NF-kappaB luciferase reporter cells, luminescence. inhibition, % at 12.5 µM. 0.69% of 350,000 active. AID 504558; in the data active = inhibition above about 41%;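 note: 0% = neutral control wells and 100% = reference inhibitor control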
SRC1 inh: human NCOA1 inhibition. Q15788. 0.12% of 360,000 active. HEK293 GAL4-SRC1 luciferase reporter, luminescence. inhibition, % at 3.6 µM;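 active = inhibition above the campaign mean plus 3 SD, with each screening campaign given its own cutoff, cut at about 60% in these data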;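 note: 0% = DMSO treated cells and 100% = gossypol at 36 µM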
NCOA2 inhibitor: inhibits human steroid receptor coactivator 2; HEK293 GAL4-SRC2 luciferase reporter, luminescence; inhibition, % at 9 µM; 0.17% of 370,000 active; AID 651957; Q15596;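 active = inhibition above the mean inhibition of all tested compounds plus 3 SD, set per campaign, cut at about 52% in these data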;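 note: 0% = DMSO treated cells and 100% = cells given Gossypol at 36 µM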
NR5A2 inv ag: inverse agonists of human LRH-1 (NR5A2). O00482. HEK293T StAR-luciferase reporter, LRH-1 transfected, 24 h. inhibition, % at 3.6 µM. 0.13% of 360,000 active;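 active = inhibition above the mean inhibition of all tested compounds plus 3 SD, cut at about 73% in these data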;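 note: 0% = DMSO wells and 100% = reporter-only cells lacking LRH-1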
Target sequence (O00482 whole entry, looked up): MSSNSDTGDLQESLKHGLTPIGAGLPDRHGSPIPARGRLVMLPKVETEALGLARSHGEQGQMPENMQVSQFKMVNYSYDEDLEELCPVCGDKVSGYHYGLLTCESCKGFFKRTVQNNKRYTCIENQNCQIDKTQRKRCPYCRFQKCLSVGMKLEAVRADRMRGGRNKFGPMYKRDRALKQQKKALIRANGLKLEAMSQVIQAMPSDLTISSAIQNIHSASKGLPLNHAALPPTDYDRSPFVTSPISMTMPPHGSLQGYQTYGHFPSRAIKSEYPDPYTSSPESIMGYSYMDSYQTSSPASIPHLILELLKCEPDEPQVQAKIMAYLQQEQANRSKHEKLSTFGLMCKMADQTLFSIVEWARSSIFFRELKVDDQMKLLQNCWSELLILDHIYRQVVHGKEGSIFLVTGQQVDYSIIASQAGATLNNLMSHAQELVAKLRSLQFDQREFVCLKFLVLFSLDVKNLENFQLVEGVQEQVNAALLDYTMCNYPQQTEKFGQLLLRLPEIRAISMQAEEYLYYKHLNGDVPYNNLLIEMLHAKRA
NOD2-RIPK2 inh: blocks binding of human NOD2 to RIPK2 | O43353 | CHO BLA complementation NOD2-RIPK2, CCF4 ratio | inhibition, % at 4.98 µM | 0.38% of 360,000 active; in the data active = inhibition above about 21%;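 note: 0% = vehicle only and 100% = reference blocker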
MC4R antagonist: antagonists of human melanocortin 4 receptor (MC4R). MC4R-expressing cells, MTII-stimulated cAMP, LANCE TR-FRET. inhibition, % at 6.5 µM. 0.48% of 360,000 active. AID 540295;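 active = inhibition above its plate's cutoff, the mean of tested wells on that plate plus 3 SD, cut at about 29% in these data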;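 note: 0% = Melanotan II alone and 100% = Melanotan II plus saturating MCL0020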
Target sequence (P32245 whole entry, looked up): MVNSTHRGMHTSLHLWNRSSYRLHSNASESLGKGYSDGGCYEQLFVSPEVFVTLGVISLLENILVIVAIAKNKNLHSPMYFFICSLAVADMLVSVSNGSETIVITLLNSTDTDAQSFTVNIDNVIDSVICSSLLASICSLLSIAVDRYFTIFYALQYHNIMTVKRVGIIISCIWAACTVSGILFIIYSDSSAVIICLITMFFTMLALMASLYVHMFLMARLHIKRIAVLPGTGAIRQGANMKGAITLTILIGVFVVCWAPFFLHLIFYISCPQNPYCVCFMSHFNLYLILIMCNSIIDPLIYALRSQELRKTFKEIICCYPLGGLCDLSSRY
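Assay system: U2OS-MC4R stable cell line; Also added: Melanotan II; Technique: Eu-cAMP/anti-cAMP TR-FRET, emission 671 nm; Times: 30-min compound, 1-h challenge, 1-h detection, room temperature.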
ABHD5 PLIN5 PPI: ABHD5-PLIN5 protein interaction inhibition | 0.78% of 360,000 active | AID 602281 | Split G. princeps luciferase complementation, luminescence, 4 h | Q00G26+Q8WTS1 | inhibition, % at 4 µM;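 active = inhibition above the mean inhibition across every tested compound plus 3 SD, cut at about 22% in these data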;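 note: 0% = DMSO only wells and the 100% control is not disclosed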
MC4R barr agon: human MC4R agonism via beta-arrestin | P32245 | 0.98% of 360,000 active | U2OS MC4R beta-arrestin complementation, luminescence; percent of melanotan II response, DMSO zero | activation, % at 8.9 µM | AID 540308;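 active = activation above a per-plate cutoff, the mean activation of sample wells on that plate plus 3 SD, cut at about 8% in these data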
* hit, by the source's call; nt = not tested or not shown. Not all compounds are listed; count on the stated rates, not on these rows.

Every second line gives: NR5A2 inv ag, NCOA3 inh, MC4R antagonist, SRC1 inh, ABHD5 PLIN5 PPI, LMP1 NFkB inh, TLR9-MyD88 inh, NCOA2 inhibitor, NOD2-RIPK2 inh, COUP-TFII inh, MC4R barr agon
NC(=O)c1ccccc1NC(=O)/C=C/c1c(Cl)cccc1Cl
 : -78, -61, 6, -45, 10, -28, 2, -57, -1, -39, 1.9
O=C(CC12CC3CC(CC(C3)C1)C2)Nc1ccc(C(=O)O)cc1
 : 3, -6, 12, -12, 2, 2, -3, 9, 6, 0, -1.6
CC(=O)Nc1ccc(NC(=O)C(C)Sc2nc3ccccc3c(=O)n2Cc2ccco2)cc1 (configuration not stated)
 : 37, -3, 6, 5, 4, -5, -8, -4, -4, 6, -2.2
Cc1cccc(NC(=O)c2ccc(COc3ccccc3)o2)n1
 : -10, 3, 0, -6, 0, -27, -8, -19, 1, -9, -1.4
COc1ccc(C(CC(=O)c2ccccc2)S(=O)(=O)c2ccc(C)cc2)cc1 (configuration not stated)
 : -50, -27, 15, -71, 5, -19, -7, -21, 5, -14, 0.4
CCOC(=O)c1[nH]c2ccc(OC)cc2c1NC(=O)/C=C/c1ccc2c(c1)OCO2
 : 11, 0, -11, -13, 2, 7, -1, 14, -1, -16, 5.5
Cc1cccc(N/C=C/C(=O)c2cccs2)c1C
 : -177, -61, 4, -119, 5, -7, 2, -87, 6, -52, 2.6
CC(O)(c1ccccc1)C(C(c1ccccc1)N1CCOCC1)N1CCOCC1 (configuration not stated)
 : -13, 7, 3, 9, 5, 6, 3, 13, -23, 10, -1.6
CC1CCN(C(=O)CSc2nc3ccccc3c(=O)[nH]2)CC1
 : 1, 10, -6, 5, 2, 1, 1, 9, -13, -4, -2.9
O=C(Nc1ccc(F)cc1)Nc1ccc(S(=O)(=O)N2CCCC2)cc1
 : -2, 6, 13, 3, -7, 8, 3, 28, 9, -13, 0.9
CCCCn1c(N)c(N(CCC(C)C)C(=O)CSc2nc3ccccc3n2C)c(=O)[nH]c1=O
 : 2, -1, -4, 7, 0, 1, 5, 8, -5, -8, 0.1
Cc1cc(C)nc(NN=C(c2ccccc2)c2ccccc2)n1
 : 16, 6, -2, -5, 1, 7, -9, 14, -7, 5, -0.6
O=C(COc1ccc(/C=N/NC(=O)c2cc3ccccc3o2)cc1Cl)Nc1ccccc1
 : -111, -100, 1, -73, 5, -21, -2, nt, -13, nt, 20*
CS(=O)(=O)N1CCN=C1SCc1ccccc1
 : -1, 0, 10, -15, 4, 3, -11, 6, -1, -17, -2.4
CCOC(=O)C1=C(O)/C(=C/c2ccc(OCC(=O)O)c(OCC)c2)SC1=Nc1ccc(C)cc1
 : 4, -12, 29*, -12, 8, -8, 4, -11, 6, -6, -0.1
O=C(NCCCN1CCOCC1)c1ccc2c(=O)n(Cc3ccccc3)c(=S)[nH]c2c1
 : -14, -2, 19, 0, 4, -14, -11, 3, 0, 1, -1.3
O=C(O)c1cccc(Oc2ccccc2[N+](=O)[O-])c1
 : 2, 19, 9, 4, 4, -2, 3, 1, -7, 3, -1.3
Cc1ccc(-c2nn(-c3ccccc3)cc2/C=C2\SC(=S)N(CC(=O)O)C2=O)cc1
 : -4, 14, -3, 8, -2, 2, 4, -8, 4, -2, 1.8
COc1ccc(CNC(=O)C(=O)NCC2OCCN2C(=O)c2ccc(OC)cc2)cc1 (configuration not stated)
 : 3, 8, 0, 8, -3, -2, -13, 25, 3, -5, -1.5
CCOc1ccccc1-c1nc(CN2CCCC2c2nccs2)c(C)o1 (configuration not stated)
 : -2, 19, 14, 10, 0, 5, -5, 9, 8, -3, -0.9
Cc1ccc(C(C(=O)NC(C)(C)C)N(C(=O)c2csnn2)c2cccc(F)c2)o1 (configuration not stated)
 : 6, 15, 1, -1, 1, -3, -8, -24, -2, -3, -0.4
COc1cc(NC(=O)C(c2ccccc2)c2ccccc2)c(C(=O)O)cc1OC
 : -5, -39, 4, 12, -8, -4, 2, -29, 0, 6, -0.3
Cc1c(C(=O)OC(C)C)sc(N)c1C(=O)OC(C)C
 : -53, -59, 0, -46, -14, -9, -12, -39, 1, -37, -0.1
COc1ccc(-n2nc([N+](=O)[O-])c(=NCCc3ccccc3)n2O)cc1
 : -56, -22, 7, -20, -4, -10, 2, -8, -3, -14, -2.4
O=C(O)C1C2C=CC(C2)C1C(=O)Nc1ccc2c(c1)OCCO2 (configuration not stated)
 : 25, 50, 4, 59, 5, 9, -1, nt, -3, nt, -0.4
CCN(CC)S(=O)(=O)c1ccc(OC)c(NC(=S)Nc2cccc(C)c2C)c1
 : 3, 0, 11, -3, 0, -5, -2, -2, 1, 9, 1.8
O=C(CNC(=O)c1ccco1)OCC(=O)c1ccc2c(c1)CCCC2
 : 15, 4, -4, -9, 1, -8, -3, -10, 3, 3, -0.1
O=C(O)c1c(F)c(F)c(F)c(F)c1-c1ccc(Cl)cc1
 : 10, 29, 1, 6, -5, 6, 4, -12, -8, 12, 0.5
CC(=O)C1C(c2ccc(Br)cc2)C2C(C)=NN=C2CC1(C)O (configuration not stated)
 : -23, 11, 5, 12, 2, 8, -2, 15, -5, -7, 2.2
Cc1ccc(C(=O)N2CCN3C(=O)c4ccccc4C23c2ccc(Cl)cc2)cc1 (configuration not stated)
 : 23, -23, 4, -49, -1, -9, -2, -16, -1, -51, -0.8
Cc1ccc(CCNC(=O)C2CCC(CNc3c(N4CCC(C)CC4)c(=O)c3=O)CC2)cc1 (configuration not stated)
 : 23, 3, -2, -19, 6, 8, -1, 6, 0, -5, -1.3
O=C(CNC(=O)c1ccccc1Br)NNC(=O)c1cccs1
 : 5, 15, 4, -4, 2, 7, -9, 14, -3, -14, -1.7
CC1=C(C(=O)N2CCCCC2)C(c2cccs2)NC(=O)N1 (configuration not stated)
 : -9, -3, 3, -5, 3, -9, 11, 6, 0, 3, -1.7
CCCCC(=O)Nc1ccc2oc(-c3ccncc3)nc2c1
 : -41, -16, -2, -41, 1, 2, -2, -24, -1, -11, 4.0
Cc1cc(OCC(=O)NCCCn2ccnc2)c2c(C)cc(=O)oc2c1
 : 4, 1, 0, 5, -2, -6, -5, -1, 6, -19, 0.1
N#Cc1ccccc1S(=O)(=O)N1CCN(C(=O)c2cc(-c3ccccc3)nn2-c2ccccc2)CC1
 : 8, 5, 8, -7, -9, 17, -2, -33, 4, -1, 0.7
CCN(CC)C(=S)Oc1c(Cl)cccc1Cl
 : 0, 24, 4, 3, -2, -7, -8, 13, -2, -1, 0.6
CC(OC(=O)c1ccc(NC(=O)CC#N)cc1)C(=O)Nc1ccc2c(c1)OCCO2 (configuration not stated)
 : -4, -2, 1, -9, -4, 3, 0, -26, 9, -3, -3.0
Cc1nn(-c2ccccc2)c(N2CCCC2)c1/C=C1\N=C(c2ccc(OC(C)C)cc2)OC1=O
 : 15, 3, 6, 0, -1, 0, -6, -7, -4, -3, -0.8
O=C(CCN1C(=O)/C(=C/c2ccco2)SC1=S)Nc1ccc(C(=O)O)c(O)c1
 : -4, 3, 20, 10, -5, 7, 1, -3, -3, 21, 0.8
CN1CCC(N(C)S(=O)(=O)c2ccc(NC(=O)COc3ccc([N+](=O)[O-])cc3)cc2)CC1
 : -4, 5, 0, -20, -3, 3, -9, -12, -3, -6, -4.0
Cc1nc(CN(C)Cc2nc(Cc3ccccc3Cl)no2)cs1
 : 6, 19, -7, -13, 6, -35, -3, -8, 9, 4, 2.7
COc1ccc(NC(=O)C(NC(=O)c2ccc(=O)[nH]c2)c2ccc(OC)cc2)cc1 (configuration not stated)
 : 2, -2, -6, 1, 0, 3, 3, 6, -3, 2, -2.4
CN(C)c1ccc(/C=N/NC(=O)c2cccc(N3CCCC3=O)c2)cc1
 : -41, -7, -14, -35, 3, -19, 5, -5, -5, -19, -2.2
COC(=O)C1CCN(C(=O)c2cc(OC)c(OC)c(OC)c2)CC1
 : -8, 10, 13, -20, 2, 1, -1, -19, -9, -11, 0.6
CCc1nc2c(OCCOc3ccccc3)cccn2c1N(C)C(=O)c1cccs1
 : 15, -23, -6, -6, 7, nt, nt, -18, 0, -2, 0.1
Cc1cccc(-c2nnc(SCC(=O)C(C)(C)C)n2C)c1
 : -49, -11, 12, -39, -1, -9, -2, -17, 5, -5, 0.0
O=C(Oc1c(Cl)cc(Cl)c2cccnc12)N1CCOCC1
 : 7, 9, 2, -16, -1, -4, 2, 3, -2, -1, 0.4
CN(C(=O)c1cccc(S(=O)(=O)N2CCCCC2)c1)C1CCS(=O)(=O)C1 (configuration not stated)
 : 19, -26, 4, 4, 1, 0, -4, 11, -7, -7, -1.8
CC1=C(C(=O)OCC(Br)(Br)Br)C(c2cccc([N+](=O)[O-])c2)NC(=O)N1CCCC(=O)O (configuration not stated)
 : 15, 1, 4, -14, 1, -11, 8, 4, -12, 8, -1.3
CC(Cc1cccs1)NC(=O)Nc1ccc(Cl)c(Cl)c1 (configuration not stated)
 : -32, -11, 6, -20, -4, -30, -4, -14, 2, -23, -2.3
Cc1ccc2cccc(NC(=O)c3ccc(Br)o3)c2n1
 : 6, 14, 3, -8, -5, -2, 8, -3, 1, 11, -2.9
CCc1cccc(N(C(=O)c2csnn2)C(C(=O)NC(C)(C)CC)c2ccccn2)c1 (configuration not stated)
 : 4, 10, -5, -13, -1, -5, 2, 20, 1, 20, -4.5
c1ccc(COc2ccc(OCCCN3CCCCC3)cc2)cc1
 : -88, -71, -2, -105, 8, -9, 2, -65, -3, -37, 1.4
CCOc1ccc(NC(=S)N2CCC(N(C)CC3CCCO3)CC2)cc1 (configuration not stated)
 : 18, 18, -2, -2, -5, 5, -5, -5, 1, 15, -1.2
